Screening data as filed in PubChem.
Pemphigus Ab inh: inhibitors of pemphigus antibody binding to human desmoglein-3. P32926. DSG3-coupled beads, scFv-anti-DSG3-GFP binding, flow cytometry; stronger effect = lower value. binding (percent of control), % at 10 µM. hit rate 0.48% among 310,000. AID 588358;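 active = binding more than 3 SD below its plate's average and above zero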; also: some compounds called inactive have numbers as strong as hits
Target sequence (P32926 whole entry, looked up): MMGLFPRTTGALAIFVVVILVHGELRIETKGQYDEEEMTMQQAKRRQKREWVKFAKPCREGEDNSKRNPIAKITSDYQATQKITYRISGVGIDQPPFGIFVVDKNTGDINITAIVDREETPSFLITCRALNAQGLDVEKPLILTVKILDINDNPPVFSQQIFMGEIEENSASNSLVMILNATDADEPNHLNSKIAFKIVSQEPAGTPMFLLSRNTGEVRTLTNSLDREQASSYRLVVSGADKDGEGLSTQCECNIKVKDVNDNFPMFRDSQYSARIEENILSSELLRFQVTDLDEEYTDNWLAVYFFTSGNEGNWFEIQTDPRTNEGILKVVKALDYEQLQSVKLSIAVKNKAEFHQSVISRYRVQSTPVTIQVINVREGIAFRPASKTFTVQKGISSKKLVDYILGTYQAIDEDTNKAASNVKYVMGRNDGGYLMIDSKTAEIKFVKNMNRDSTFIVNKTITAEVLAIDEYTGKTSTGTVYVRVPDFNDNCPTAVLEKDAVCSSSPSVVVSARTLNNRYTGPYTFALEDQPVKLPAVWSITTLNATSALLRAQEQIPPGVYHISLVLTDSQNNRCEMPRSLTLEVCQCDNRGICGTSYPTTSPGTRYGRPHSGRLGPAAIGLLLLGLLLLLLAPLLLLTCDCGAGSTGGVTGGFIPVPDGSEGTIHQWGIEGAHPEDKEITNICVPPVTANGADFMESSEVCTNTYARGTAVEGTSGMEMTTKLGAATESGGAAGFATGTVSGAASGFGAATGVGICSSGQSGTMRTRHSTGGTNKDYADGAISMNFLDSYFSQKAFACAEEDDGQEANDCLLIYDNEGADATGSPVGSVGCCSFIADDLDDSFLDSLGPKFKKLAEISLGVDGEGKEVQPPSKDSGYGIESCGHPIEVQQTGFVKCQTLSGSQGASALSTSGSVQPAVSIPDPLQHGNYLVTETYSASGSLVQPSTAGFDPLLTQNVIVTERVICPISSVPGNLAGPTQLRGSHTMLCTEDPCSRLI
MOR-DOR ag: agonists of human mu-delta opioid receptor heterodimerization; P35372+P41143; cells, OPRM1-OPRD1 heterodimerization, luminescence; activation, % at 9.3 µM; hit rate 0.3% among 340,000; AID 504326; in the data active = activation above about 18%;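 also: 0% = vehicle-treated cells and 100% = reference agonist; values of inactives mirror those of a sister screen read the other way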
Arrestin-AP2 inh: inhibitors of human beta-arrestin and AP2 interaction; FITC-arrestin peptide / GST-AP2 beads, flow cytometry; AP2 beta2 appendage carries R879A mutation; inhibition, % at 10 µM; hit rate 0.31% among 340,000; AID 504490;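 active = inhibition above a set limit, near 3 SD of compounds lacking own fluorescence, cut at about 54% in these data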;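 also: plate controls were DMSO wells for no effect and 5 µM unlabelled arrestin peptide for full effect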
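Material – AP2 appendage R879A on GSH beads · Buffer or medium – PBS with 0.05% Tween 20 and 0.1% BSA · Probe or stimulus – fluorescein-tagged arrestin peptide at 50 nM final · Incubation – compound with beads 12 min RT, then probe 1 h RT · Detection – high-throughput flow cytometry of beads, ex 488, em 535 nm · Evaluation – percent response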
Wnt bcat act: activates Wnt/beta-catenin signaling in a reporter cell assay | AID 743398 | hit rate 1.2% among 300,000 | activator, plate reader | activation, % at 9.35 µM; in the data active = activation above about 30%, passing the limit was not always enough;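 also: 0% = neutral control wells and 100% = positive control wells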
V-ATPase pH: alters yeast V-ATPase proton transport. S. cerevisiae, pHLuorin cytosolic pH fluorescence. response, % at 10 µM. hit rate 0.37% among 350,000; in the data active = response mostly above about 7.3%, no sharp cut-off; inactive = mostly below about 5.4%; also: actives read high; inactives centre near 0; some compounds called inactive have numbers as strong as hits; reference of the scale not given here
RTF Ca sens act: cardiac RTF calcium sensitization. activation, % at 7.2 µM. hit rate 0.24% among 340,000. IANBD-labeled TnC RTF fluorescence at EC20 calcium; 0% EC20 calcium, 100% full calcium. P19429+P45379;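 active = activation above the mean over all tested compounds plus 3 SD, cut at about 30% in these data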;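 also: rise in fluorescence read as greater calcium sensitivity of cardiac thin filaments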
MOR-DOR inv ag: inverse agonist of human OPRM1-OPRD1 heterodimerization; P35372+P41143; cell-based MOR-DOR heterodimer luminescence, inverse agonism; inhibition, % at 9.3 µM; hit rate 0.21% among 340,000; AID 504357; in the data active = inhibition above about 22%, passing the limit was not always enough;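 also: 0% = cells with DMSO and 100% = wells without cells with DMSO; values of inactives mirror those of a sister screen read the other way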
Keap1-Nrf2 PPI: inhibitors of human Keap1-Nrf2 protein-protein interaction; Q14145; Keap1 Kelch-Nrf2 peptide fluorescence polarization, 1536-well; inhibition, % at 9.4 µM; hit rate 0.15% among 340,000; AID 504523; in the data active = inhibition above about 12%;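 also: human Keap1 Kelch domain with fluorescein labeled Nrf2 9mer peptide probe; 0% = neutral control wells and 100% = peptide positive control; higher means more block of Keap1 binding to Nrf2 peptide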
LANA DNA inh: inhibitors of KSHV LANA C-terminal domain DNA binding; MBP-C-LANA/FAM-LBS DNA binding, fluorescence polarization; inhibition, % at 9 µM; hit rate 0.078% among 340,000; AID 504423;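 active = highest replicate inhibition at or above 60% at 9 µM, even if other replicates fall short; inactive = all replicates below 60% inhibition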;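 also: 0% = neutral control wells and 100% = 4 µM acridine orange control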
Cardiac RTF inh: cardiac RTF calcium desensitization | IANBD-labeled cardiac RTF, Ca2+ fluorescence | inhibition, % at 7.15 µM | hit rate 0.12% among 340,000 | AID 493244;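 active = inhibition above the mean inhibition of all tested compounds plus 3 SD, cut at about 17% in these data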;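 also: assay run at fixed EC70 calcium of 1.6 mM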
* = called active by the depositor; nt = not tested or not shown.

SMILES	Pemphigus Ab inh	MOR-DOR ag	Arrestin-AP2 inh	Wnt bcat act	V-ATPase pH	RTF Ca sens act	MOR-DOR inv ag	Keap1-Nrf2 PPI	LANA DNA inh	Cardiac RTF inh
COc1ccc(NC(=O)C(CCSC)NC(N)=O)cc1Cl (centres undefined)	107	0.8	-4	0	0	8	-4	-5	-3.0	-7
CSc1ccccc1C(=O)NC1CCCCC1	nt	-1.0	21	nt	1	4	5	0	-0.8	-8
O=C(COC(=O)CNC(=O)c1sc2ccccc2c1Cl)NC1CCS(=O)(=O)C1 (centres undefined)	97	-1.5	-3	-3	1	0	10	0	1.5	-10
CCC1CCCCN1S(=O)(=O)c1ccc2c(c1)CCN2C(=O)C1CCC1 (centres undefined)	102	0.4	21	nt	7	-3	-2	-2	-6.8	-6
c1csc(CNc2ncnc3ccc(-c4ccc5c(c4)OCO5)cc23)c1	108	1.5	8	-2	0	-6	-8	-1	1.7	11
CN1CCN(S(=O)(=O)c2cccc(C(=O)N(C)C(c3ccccc3)c3ccccc3)c2)CC1	108	-2.7	1	-2	-5	0	15	2	-0.9	-1
COCCSc1nnc(NC(=O)c2ccc([N+](=O)[O-])cc2)s1	95	0.3	7	2	5	1	-2	8	1.9	5
CCN(Cc1ccccc1)C(c1cccc(C#N)c1)c1nnnn1C(C)(C)C (centres undefined)	130	-0.1	-9	3	0	4	1	-4	1.7	-8
Cc1c(NC(=O)COc2c(F)c(F)c(F)c(F)c2F)c(=O)n(-c2ccccc2)n1C	119	0.3	0	-4	-2	-2	-2	-2	-1.2	4
COc1ccc(CCNC(=O)c2ccccc2NC(=O)C2=C(C)OCCS2)c(OC)c1	100	-2.9	1	-2	3	0	16	-2	0.1	2

Single records, as listed above. Order of screens: Pemphigus Ab inh, MOR-DOR ag, Arrestin-AP2 inh, Wnt bcat act, V-ATPase pH, RTF Ca sens act, MOR-DOR inv ag, Keap1-Nrf2 PPI, LANA DNA inh, Cardiac RTF inh
Entry for O=C(COC(=O)CNC(=O)c1sc2ccccc2c1Cl)NC1CCS(=O)(=O)C1 (centres undefined) → 97, -1.5, -3, -3, 1, 0, 10, 0, 1.5, -10
Entry for COc1ccc(CCNC(=O)c2ccccc2NC(=O)C2=C(C)OCCS2)c(OC)c1 → 100, -2.9, 1, -2, 3, 0, 16, -2, 0.1, 2

Continuation:
SMILES	Pemphigus Ab inh	MOR-DOR ag	Arrestin-AP2 inh	Wnt bcat act	V-ATPase pH	RTF Ca sens act	MOR-DOR inv ag	Keap1-Nrf2 PPI	LANA DNA inh	Cardiac RTF inh
Cc1ccc(-c2cc(C(=O)N3CCN(C(=O)c4ccco4)CC3)no2)cc1	127	-2.1	-7	nt	1	-5	12	-3	-2.0	-1
O=C(Nn1cnnc1)c1ccccc1CCc1ccccc1	101	-1.7	17	nt	-2	-2	10	-1	1.3	-10
Cc1cc(=O)[nH]c(SCCOc2ccc3c(c2)CCC3)n1	98	-0.1	11	nt	-5	3	1	0	-0.8	1
CCOC(=O)Cc1csc(NC(=O)CSc2nc3sc(C(=O)O)c(C)c3c(=O)[nH]2)n1	99	-1.9	-1	nt	1	5	10	4	0.7	-7
COc1ccc([C@H]2CC(=O)C=C(c3c(C)cc(C)cc3C)C2)cc1	98	27*	15	-1	-4	-3	-154	-2	-1.7	-5
O=C(O)CC(c1ccc(Cl)cc1)N1C(=O)CCC1=O (centres undefined)	nt	-1.7	6	3	5	-4	9	-5	-0.7	1
Nc1cc(=O)[nH]c(SCC(=O)Nc2ccc(N3CCCCC3)cc2)n1	102	0.2	2	0	3	0	-1	-1	-0.4	-9
C=CCOc1ccc(CNc2nn[nH]n2)cc1OC	101	-4.2	-6	nt	-2	-3	20	0	-1.4	8
COC(=O)c1cccc(C23CC4(C2)[C@H](CN(CC2CCCCC2)[C@@H]4c2ccccc2)C3c2ccccc2)c1 (some centres undefined)	96	-2.7	5	-3	1	4	12	-6	-1.3	-4
Cc1cccc(OCC(=O)NS(=O)(=O)c2ccc(Br)cc2)c1	112	4.1	6	1	1	4	-17	1	-2.1	-7
COc1ccccc1/C=N/NC(=O)CC(=O)NCc1cccnc1	98	-3.5	23	1	-1	1	18	-2	-0.1	2
O=C1NC[C@H](Cc2ccccc2)N(CC2CCN(CCC3CCCC3)CC2)C1=O	109	-0.1	4	-3	2	-5	1	-6	-0.9	-6
COc1cc2c(cc1OC)C(c1cc(OC)c(OC)cc1[N+](=O)[O-])N(C(C)=O)CC2 (centres undefined)	95	-1.4	19	1	5	-1	8	1	2.2	-1
Cc1ccc(CCNC(=O)CCNS(=O)(=O)c2ccc3c(c2)c(=O)n(C)c(=O)n3C)cc1	104	-0.6	9	nt	20*	-8	3	2	0.3	-9
Cc1ccc(S(=O)(=O)NN2C(=O)c3ccccc3NC2c2ccccc2)cc1 (centres undefined)	98	-0.6	-4	-1	0	3	4	2	-0.1	1
O=C1/C(=C/c2cccnc2)SC(=S)N1Nc1ccccc1	103	nt	-8	1	-2	nt	nt	nt	nt	nt
COc1ccc(/C=N/NC(=O)c2c(C)nc3ccc(Cl)cn23)cc1OC	120	-4.6	-13	1	-4	1	20	1	-2.0	-7
CN(C)c1ccc(C(=O)OCc2cc(=O)n3ccsc3n2)cc1	nt	-2.9	-7	1	2	1	14	2	0.1	-3
O=C(CCCc1ccccc1)Nc1ccc2c(c1)OCCO2	110	-1.3	35	-1	2	1	8	-1	0.8	14
Cc1[nH]n2cnnc2c(=O)c1Br	89	-3.0	28	1	2	1	16	3	0.6	2
COc1ccc(-c2cc(C(=O)N3CCN(c4ccccc4)CC3)no2)cc1OC	103	0.4	-1	-2	0	6	-2	-3	0.0	5
COC(=O)c1ccc2c(=O)n(CCN3CCOCC3)c(SCC(=O)Nc3ccc(OC)cc3OC)nc2c1	97	-1.8	4	-3	1	5	9	0	0.3	3
COc1ccc(/C=C/C(=O)C2CC2)cc1COc1c(C)cccc1C	110	1.9	-6	15	-1	-1	-10	3	1.8	-15
Cn1c(=O)oc2cc(S(=O)(=O)NCC3CCCO3)ccc21 (centres undefined)	160	-1.6	-6	nt	10	7	7	-3	0.6	-8
CCN(CC)S(=O)(=O)c1ccc(C)c(NC(=O)COc2ccc3c(C)cc(=O)oc3c2)c1	98	-1.0	16	nt	-1	4	5	-4	1.0	-5
COc1ccc(/C(C)=C2/SC(=S)N(CCC(=O)O)C2=O)cc1	101	1.2	7	nt	0	2	-6	-1	1.0	5
COc1cc(CC(=O)O)c(C(C)=O)cc1OC	96	-0.5	0	nt	1	1	3	-2	0.7	-2
COc1ccc(/C=C/C(=O)c2ccccc2)cc1COc1ccc(F)cc1	96	-1.7	1	1	3	-2	9	-4	-0.6	-3
Cn1c(CN2CCOCC2)nc2cc(NC(=O)COc3ccc([N+](=O)[O-])cc3)ccc21	104	-1.1	11	-1	1	3	6	4	0.4	12
CN(c1ccccc1)S(=O)(=O)c1ccccc1Br	100	-1.4	29	1	-1	4	7	-3	1.9	17*
COc1c([N+](=O)[O-])c(=O)n(-c2ccccc2)c2ccccc12	88	-0.2	18	-1	8	2	2	2	-2.0	-17
C/C(CC(=O)Nc1ccc2c(c1)OCCO2)=N\NC(=O)Cc1ccc(Cl)cc1	99	-1.9	-3	-3	2	-6	12	-6	-0.2	-15
CCN(Cc1cc(=O)n2ccsc2n1)Cc1nc2ccccc2c(=O)[nH]1	108	-5.8	1	-4	-1	-1	28	-4	1.5	2
CCCCNC(=O)c1cccnc1SCC(=O)Nc1ccccc1OC	100	-4.0	-8	3	-1	-5	21	-2	-1.0	-2
CCn1c(SCC(=O)NC2=NCCS2)nnc1C(C)NC(=O)c1ccccc1Br (centres undefined)	102	-2.3	0	-4	4	-1	12	0	2.8	-2
O=[N+]([O-])c1ccc(Cl)c(NC(=S)N2CCCC2)c1	111	-1.2	5	3	-1	-4	6	-7	0.0	-3
O=C(O)CCCC(=O)Nc1cccc2cccnc12	99	-1.5	0	1	2	-1	9	-1	-2.0	2
O=C(Nn1c(SCc2ccc(F)cc2)nc2ccsc2c1=O)c1ccccc1	98	-0.6	20	5	2	-3	4	-1	0.5	-2
COc1cccc(NC(=O)c2oc3ccccc3c2NC(=O)C2CC2)c1	128	2.5	-3	-13	-1	0	-14	1	0.2	-4
Cc1cc(=O)[nH]c(SCC(=O)NCC2CCCCC2)c1C#N	97	0.7	-1	-1	0	3	-3	5	1.7	-6
Cc1ccc(C(=O)OCC(=O)NCc2cccs2)c(C)c1	107	-3.8	9	4	-1	1	19	-2	0.3	-8
COc1ccc2c(c1OC)C(=O)N(c1cccc(C)c1)C2	94	-0.8	7	nt	0	1	4	-4	0.0	-5
CC(C)c1ccc(NC(=O)NC2CC3CCC(C2)N3Cc2cccs2)cc1 (centres undefined)	96	-0.5	39	-3	-2	-6	3	-1	-3.4	8
NS(=O)(=O)c1ccc(NC(=O)N[C@@H](Cc2ccccc2)C(=O)O)cc1	104	-3.2	2	0	0	5	17	-4	-0.9	2
COc1cc(CN2CCN(Cc3ccc(SC)cc3)CC2)cc(OC)c1O	97	-1.9	16	-1	-1	1	9	-5	-1.3	4
Cc1cc(NC(=O)Nc2cccc(C(F)(F)F)c2)n(C)n1	87	-4.7	-4	-6	-3	1	23	5	-0.7	-7
O=C(CCn1ccc([N+](=O)[O-])n1)Nc1nccs1	102	nt	-4	0	1	nt	nt	-6	0.6	nt
COc1ccccc1C(=O)N1CCN(CCNC(=O)C(=O)Nc2ccc(Br)c(C)c2)CC1	102	0.3	-25	-4	0	8	-1	-2	-0.6	-2
COc1ccc2cc(C(=O)NCc3ccccc3)c(=O)oc2c1	110	-1.4	-13	3	-1	-1	7	-7	-1.9	-3
CCN(CC)S(=O)(=O)c1ccc(OC)c(-n2cnnn2)c1	108	-1.2	4	-1	0	7	6	-2	-0.5	-10

Following part.
SMILES	Pemphigus Ab inh	MOR-DOR ag	Arrestin-AP2 inh	Wnt bcat act	V-ATPase pH	RTF Ca sens act	MOR-DOR inv ag	Keap1-Nrf2 PPI	LANA DNA inh	Cardiac RTF inh
O=C1c2ccccc2C(=O)c2c1cccc2N1CCN(CCO)CC1	107	-2.5	9	-1	2	6	14	1	9.6	-13
O=S(=O)(C(=CNc1ccccc1)S(=O)(=O)c1ccccc1)c1ccccc1	86	-1.8	19	nt	-1	-1	11	1	-0.5	8
Cc1ccc(CN2CCN(/N=C/C(Br)=C\c3ccccc3)CC2)cc1	83*	nt	31	-2	2	nt	nt	nt	nt	nt
NS(=O)(=O)c1cccc(C(=O)OCC(=O)NC2CCCc3ccccc32)c1 (centres undefined)	100	1.6	-3	-1	-1	0	-6	-2	0.6	-15
CCOC(=O)C1=C(CS(=O)(=O)c2ccccc2)NC(=O)NC1c1ccccc1OCC (centres undefined)	97	-3.7	-1	-2	1	0	19	0	0.1	-7
Cc1cccc(-c2cc(C(=O)NCc3ccccn3)c3ccccc3n2)c1	88	-2.4	-13	-2	2	-1	14	-3	1.6	-1
N#C/C(=C\c1c[nH]c2ccccc12)C(=O)NC1CCCC1	103	-1.2	22	-1	4	-2	5	2	-4.1	-2
N#CC1(NC(=O)CN2c3cccc4cccc(c34)S2(=O)=O)CCCCC1	105	0.9	-1	1	3	-1	-5	0	0.4	-42
O=C(Cn1ncc2c3ccccc3n(Cc3ccccc3)c2c1=O)NCc1ccco1	97	4.2	-2	1	-2	3	-21	0	-1.3	-8
